SNCA expr inhib: Primary qHTS assay for inhibitors of alpha-synuclein gene (SNCA) expression; AID 1671194, 2021; Potency, µM (highest dose often 57.2 µM), for the others: top-dose activity change, negative = inhibition, most hits filed as inhibitors; HEK-293 SNCA-luciferase knock-in, luminescence, 24 h; 140,000 tested, 0.17% active;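 note: potency is the fitted concentration of half-maximal effect; plate controls were DMSO cells for no effect and cell-free wells for full effect; nearly all actives have a fitted effect of over 45% in size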
HEK293 tox: Cytotoxic Profiling in HEK 293 Cell Line of Diverse Libraries Using Quantitative High-Throughput Screening; HEK 293 viability, ATP luminescence (CellTiter-Glo), 48-72 h; Potency, µM (titrated, usually from 115 µM), without a hit: at the highest dose activity change, negative = cytotoxicity, actives largely listed as inhibitors; 94,000 tested, 6.6% active; AID 1345083, 2018; note: potency is the fitted concentration of half-maximal effect; nearly all actives have a fitted effect of over 60% in size
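HEK 293 cells at 250 cells/well were exposed to compounds by pintool transfer for 48 or 72 hr at 37 degree Celsius, 5% CO2. Viability was read as ATP-coupled luminescence with CellTiter-Glo after 10 min at room temperature.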
GPT2 inh: Primary qHTS assay for inhibitors of Glutamate pyruvate transaminase 2 (GPT2); AID 1671188, 2021; Recombinant GPT2, coupled pyruvate oxidase/HRP Amplex Red fluorescence; Potency, µM (top dose mostly 57.7 µM), inactives show at the highest dose activity change, negative = inhibition, most hits filed as inhibitors; 100,000 tested, 0.25% active; Alanine aminotransferase 2 (Homo sapiens), Q8TD30; note: potency is the fitted concentration of half-maximal effect; nearly all actives have a fitted effect of over 60% in size; many of its hits are not listed in these tables
Target sequence (Q8TD30 whole entry, looked up): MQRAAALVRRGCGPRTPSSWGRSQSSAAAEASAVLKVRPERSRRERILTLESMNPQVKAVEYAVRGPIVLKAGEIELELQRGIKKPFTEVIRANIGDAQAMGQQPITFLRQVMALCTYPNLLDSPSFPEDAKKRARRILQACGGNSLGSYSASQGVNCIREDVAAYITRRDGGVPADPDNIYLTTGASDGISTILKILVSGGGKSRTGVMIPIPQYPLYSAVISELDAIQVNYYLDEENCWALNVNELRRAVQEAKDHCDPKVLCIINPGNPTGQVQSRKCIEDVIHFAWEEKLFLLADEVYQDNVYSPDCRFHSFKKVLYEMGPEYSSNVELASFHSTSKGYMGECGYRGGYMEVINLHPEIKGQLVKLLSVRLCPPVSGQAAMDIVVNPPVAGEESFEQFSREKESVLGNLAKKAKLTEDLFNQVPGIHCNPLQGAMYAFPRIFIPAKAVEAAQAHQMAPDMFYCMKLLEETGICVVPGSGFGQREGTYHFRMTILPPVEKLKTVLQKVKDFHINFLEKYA
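Inhibition is scored from Amplex Red fluorescence generated when pyruvate oxidase and HRP act on pyruvate released by GPT2. Reactions contain 10ng/uL enzyme, 250uM a-KG and 2mM L-alanine and run 30 min at room temperature.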
HEK293 viab: GF-AFC viability counterscreen for inhibitors of alpha-synuclein gene (SNCA) expression; HEK-293-SNCA-luc viability, GF-AFC fluorescence, 24 h; Potency, µM (doses to about 57.1 µM), without a hit: at the highest dose activity change, negative = cytotoxicity, hits mostly cytotoxic; AID 1671193, 2021; 150,000 tested, 0.12% active;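 note: potency is the fitted concentration of half-maximal effect; 0% = DMSO-treated cells and -100% = medium-only wells without cells; nearly all actives have a fitted effect of over 30% in size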
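HEK-293-SNCA-luc cells (1500/well) plated 24 h, then exposed 24 h to a dilution series; GF-AFC added 30 min at 37C, fluorescence 405/540 nm; normalised to medium-only and DMSO wells, Hill fit.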
IP6K1 inhibitor: Primary qHTS assay for small molecule inhibitors of Inositol hexaphosphate kinase 1 (IP6K1) | Inositol hexakisphosphate kinase 1 (Homo sapiens), Q92551 | IP6K1 kinase, ADP-Glo luminescence, 2 h; active compounds read low | activity change, % (series mostly up to about 58 µM) | 140,000 tested, 0.81% active; in the data active = activity change below about -25%
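ADP-Glo luminescence measures ADP made by human IP6K1 during a 2 h RT reaction with ATP/IP6 (mix at 1.3 mM/130 uM); top library doses 57.5 and 19.1 uM final.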
Luciferase inh: Firefly luciferase inhibition profiling of diverse chemical library using quantitative high-throughput screening | Luciferin 4-monooxygenase (Photinus pyralis), P08659 | Potency, µM (top dose mostly 115 µM), inactives show at the top dose activity change, negative = inhibition, actives largely listed as inhibitors | AID 1347043, 2019 | purified P. pyralis luciferase, luminescence, biochemical | 76,000 tested, 2.5% active; note: potency is the fitted concentration of half-maximal effect; nearly all actives have a fitted effect of over 65% in size
Target sequence (P08659 whole entry, looked up): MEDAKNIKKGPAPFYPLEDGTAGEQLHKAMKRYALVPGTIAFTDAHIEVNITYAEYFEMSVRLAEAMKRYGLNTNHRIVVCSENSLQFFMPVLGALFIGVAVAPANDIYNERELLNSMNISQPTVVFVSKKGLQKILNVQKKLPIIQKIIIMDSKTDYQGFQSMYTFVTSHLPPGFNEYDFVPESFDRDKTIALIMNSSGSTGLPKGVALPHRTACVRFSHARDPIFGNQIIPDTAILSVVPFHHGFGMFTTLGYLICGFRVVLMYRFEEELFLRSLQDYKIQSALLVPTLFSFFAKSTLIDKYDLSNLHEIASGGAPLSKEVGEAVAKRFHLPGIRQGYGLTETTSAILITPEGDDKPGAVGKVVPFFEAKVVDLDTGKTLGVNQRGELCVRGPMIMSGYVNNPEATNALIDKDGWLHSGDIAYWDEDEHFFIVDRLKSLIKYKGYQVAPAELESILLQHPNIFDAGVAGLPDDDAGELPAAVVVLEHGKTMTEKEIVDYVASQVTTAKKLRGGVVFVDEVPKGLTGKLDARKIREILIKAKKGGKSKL
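Cell-free enzyme assay, 10nM P. pyralis luciferase, luciferin and ATP each at 10uM. Inhibition profiled over a 6-point titration, read as luminescence.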
3T3 cytotox: Cytotoxic Profiling in NIH 3T3 Cell Line of Diverse Libraries Using Quantitative High-Throughput Screening. AID 1345082, 2018. 94,000 tested, 4.3% active. NIH 3T3 viability, CellTiter-Glo ATP luminescence, 48-72 h. Potency, µM (top dose mostly 96.7 µM), for the others: top-dose activity change, negative = cytotoxicity, actives largely listed as inhibitors; note: potency is the fitted concentration of half-maximal effect; nearly all actives have a fitted effect of over 55% in size
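Luminescent ATP readout (CellTiter-Glo, 10 min RT) after 48 or 72 hr compound exposure of NIH 3T3 cells seeded at 400 cells/well in 1536-well format; quantitative HTS.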
* hit, by the source's call; i = inactive; ? = inconclusive; nt = no result given; & = joins results of further samples; ! = repeats disagree; [ ] = remark or other dose. Unless noted, calls come from the whole dose curve; as a rule, active = well fitted curve in the direction sought with a large enough effect; inconclusive = small, poorly fitted or top-dose-only effect, or another doubt; inactive = no such curve, though single readings can be large; an effect the other way counts as inactive or inconclusive. Unless noted, % is set by controls: 0 for no effect and ±100 for the full control effect. These rows are one share of the data; rates above refer to the full screens.

Each structure is followed by: SNCA expr inhib	HEK293 tox	GPT2 inh	HEK293 viab	IP6K1 inhibitor	Luciferase inh	3T3 cytotox
> CC(C)C[C@@H]1N[C@H](C(=O)NC2CCCC2)Cc2c[nH]c3cccc1c23
→ ?	31.6µM*	-11.0%[88.5 µM]	?	-8.2	9.6%[172 µM]	50.1µM*
> O=C(CC[C@H]1NC(=O)c2ccccc2NC1=O)Nc1n[nH]c(CCc2ccccc2)n1
→ -24.5%	8.7%	-10.0%	3.6%	-1.9	0.2%	i
> Cn1cc(CN2C[C@H](C(=O)NCc3cccc(F)c3)C[C@H]2c2cccc(C(F)(F)F)c2)cn1
→ ?	?	0.9%	2.2%	-1.8	0.7%	?
> COC1C(=O)N(c2cccc(F)c2)C12CCN(C(=O)Cc1cccc(F)c1)CC2 (stereo not drawn)
→ 4.9%	?	-4.5%	9.1%	-1.8	nt	-28.4%
> O=C1CC(C(=O)N2CCN(c3ccc(F)cc3)CC2)CN1Cc1ccncc1 (stereo not drawn)
→ -6.7%	-10.4%	i	-3.0%	4.9	2.9%	-7.0%
> COc1cccc(N2CCN(C(=O)c3cccn3-c3nnc(N4CCCCC4)s3)CC2)c1
→ -8.8%	nt	nt	-2.0%	15.3	nt	nt
> O=C(c1cccc(F)c1)N1CCC(Oc2ccccc2-c2nc(-c3ccncc3)no2)C1 (stereo not drawn)
→ 17.0%	-16.0%	i	7.5%	15.6	9.8%	-14.1%
> CC(C)c1cc(N2C[C@H](O)[C@@H](N3CCCCC3)C2)n2nccc2n1
→ 4.1%	-9.2%	i[11.5 µM]	2.5%	11.8	12.1%	-2.2%
> COc1ccc(-n2c(=O)c(C(=O)NC3CCCC3)nc3cccnc32)cc1
→ 22.6%	0.5%	i	-2.3%	5.9	nt	-6.5%
> Cc1ccc2nc(C3CCN(Cc4cccs4)CC3)[nH]c(=O)c2c1
→ ?	?	1.8%	4.3%[87.6 µM]	3.2&-7.4	1.8%[172 µM]	-6.2%[138 µM]

Each structure is followed by: SNCA expr inhib	HEK293 tox	GPT2 inh	HEK293 viab	IP6K1 inhibitor	Luciferase inh	3T3 cytotox
> O=C(NCC(c1ccc(Cl)cc1)N1CCCCC1)c1ccccc1 (stereo not drawn)
→ 17.2%	nt	nt	-3.3%	-4.5	nt	nt
> O=C(c1ccc2c(c1)N(Cc1ccccc1)C(=O)c1ccccc1S2(=O)=O)N1CCN(c2ccccc2)CC1
→ 22.5%	nt	nt	-3.5%	11.8	nt	nt
> CN(C)CC(=O)Nc1ccc(OC2CCN(C(=O)c3ccc(F)cc3)CC2)nc1
→ 11.7%	-24.5%	i	5.4%	8.0	7.2%	-14.7%
> Cc1ccc(-c2cc(N3CCCN(C(=O)c4ccsc4)CC3)n[nH]2)cc1C
→ 22.4%	?	-18.5%	2.3%	-7.1	-17.9%	?
> CCOC(=O)c1cc2c(=O)n3ccccc3nc2n(CC2CCCO2)c1=NC(=O)c1ccccc1Br (stereo not drawn)
→ -8.5%	nt	nt	21.6%	-8.3	nt	nt
> COc1ccc(-c2ccccc2C(=O)N(C)CC#N)nn1
→ nt	-1.5%[172 µM]	nt	nt	17.2	nt	i
> Cc1ccc(-n2ncc(C(=O)N3CCN(c4cccc(C)c4C)CC3)c2C2CCNCC2)c(C)c1
→ -23.3%	nt	nt	?	11.8	nt	nt
> CCOC(=O)CSc1nc2sc3c(c2c(=O)n1-c1ccccc1)CCC(C(C)(C)C)C3 (stereo not drawn)
→ 7.8%	nt	nt	-2.2%	34.9	nt	nt
> CN(Cc1ccccc1)C(=O)Cc1ccc(N(Cc2cccc(F)c2)C(=O)c2ccco2)cc1
→ -10.8%	?	0.6%	-2.0%	-2.1	3.3%	35.5µM*
> CC(=O)N1CCCN(c2nccc(Nc3ccc(C)cc3)n2)C1
→ 128.9%[activator][87.6 µM]	?	i	-15.1%[12.5 µM]	1.3	nt	?

Another view of some results above.
Structure,SNCA expr inhib,HEK293 tox,GPT2 inh,HEK293 viab,IP6K1 inhibitor,Luciferase inh,3T3 cytotox
COc1ccc(-n2c(=O)c(C(=O)NC3CCCC3)nc3cccnc32)cc1,22.6%,0.5%,i,-2.3%,5.9,nt,-6.5%
Cc1ccc2nc(C3CCN(Cc4cccs4)CC3)[nH]c(=O)c2c1,?,?,1.8%,4.3%[87.6 µM],3.2&-7.4,1.8%[172 µM],-6.2%[138 µM]
O=C(NCC(c1ccc(Cl)cc1)N1CCCCC1)c1ccccc1 (stereo not drawn),17.2%,nt,nt,-3.3%,-4.5,nt,nt

Further compounds follow:
Each structure is followed by: SNCA expr inhib	HEK293 tox	GPT2 inh	HEK293 viab	IP6K1 inhibitor	Luciferase inh	3T3 cytotox
> COc1ccc(CNC(=O)N2CCCCC2c2n[nH]c(C)n2)cc1 (stereo not drawn)
→ -27.4%	-11.5%	-3.0%	4.0%	7.9	5.0%	i
> CNC(=O)[C@@H]1C[C@H](Oc2cccnc2)CN1C(=O)c1nccc2ccccc12
→ -4.0%	-0.4%	i	?	0.0	-3.3%	i
> O=C1NC2(CCCN(C(=O)c3ccccc3F)C2)COc2ccccc21 (stereo not drawn)
→ 9.2%	35.5µM*	-2.2%	-2.4%	13.3	2.1%	?
> COc1ccc2c(c1)OCC(C(=O)NCc1csc(N3CCCC3)n1)C2 (stereo not drawn)
→ 66.7%[activator]	-16.5%	-12.3%	-10.1%	17.1	?	-7.7%
> CCOc1ccccc1CN1CCC2(CCN(C(=O)c3ccccc3)CC2)Oc2ccccc21
→ -28.5%	-15.4%	?	-7.9%	8.8	-16.2%	-9.3%
> COc1cccc(NC(=O)CN(Cc2ccccc2)S(=O)(=O)c2ccc3nc(C)sc3c2)c1
→ -9.6%	nt	nt	-26.2%	-4.8	nt	nt
> COC1CCN(C(=O)c2cnc3c(c2)N([S+](=O)([O-])c2cccnc2)CCC3)CC1
→ 17.7%[87.6 µM]	1.7%[172 µM]	1.0%[88.5 µM]	2.2%[87.6 µM]	9.5	-0.1%[172 µM]	?
> CC(C)CCN1CCC(N2CCN(S(=O)(=O)c3cc(F)cc(F)c3)CC2)C1=O (stereo not drawn)
→ -13.7%	?	-12.3%	-5.4%	20.7	2.9%	?
> COc1ccc(-c2nn(-c3ccccc3C)cc2CN(C)Cc2cn(C)nc2C)cc1F
→ -26.2%	?	4.2%	-14.2%	-3.0	14.4%	0.8%
> COc1ccc(-c2oc3ncn4nc(COc5c(C)cccc5C)nc4c3c2-c2ccc(OC)cc2)cc1
→ 14.3%	nt	nt	9.1%	25.5	nt	nt

Each structure is followed by: SNCA expr inhib	HEK293 tox	GPT2 inh	HEK293 viab	IP6K1 inhibitor	Luciferase inh	3T3 cytotox
> CCC1(N2CCN(S(=O)(=O)c3cc(F)cc(F)c3)CC2)CCN(C(=O)NC)C1 (stereo not drawn)
→ ?	i	1.1%	-3.0%	4.1	1.3%	0.5%
> CC(C)(C)C(=O)N1CCCC1C(=O)N1CCC(c2nc3ccncc3[nH]2)CC1 (stereo not drawn)
→ -9.0%	i	i	5.6%	-3.7	nt	-6.9%
> CC1=NOC2(CCN(Cc3ccc(C)cc3)CC2)C1
→ -1.2%[87.6 µM]	1.9%[172 µM]	i	9.3%[87.6 µM]	5.7	-6.7%[172 µM]	-4.1%[138 µM]
> Cc1cc(CO)c(O)c(C(=O)CC2CC(=O)NC(=O)C2)c1
→ nt	nt	1.8%	-8.7%	13.2	nt	nt
> COCCNC(=O)CN1C(=O)COc2ccc(S(=O)(=O)N3CCCCCC3)cc21
→ -15.6%	nt	nt	-12.3%	-10.5	nt	nt
> COc1ccccc1CNC(=O)Cc1c(C)c2cc3c(C)coc3c(C)c2oc1=O
→ 18.1%	nt	nt	7.0%	-10.9	nt	nt
> O=C(c1ccco1)N1CCC(O)(c2ccccc2)[C@H](N2CCCC2)C1 (stereo partly drawn)
→ ?	?	i	-4.8%	17.6	-1.6%	?
> COC(=O)C1=COC(O[C@@H]2O[C@H](CO)[C@@H](O)[C@H](O)[C@H]2O)/C(=C\COC(=O)c2ccc(OC3OC(CO)C(O)C(O)C3O)c(OC)c2)C1CC(=O)OCCc1ccc(O)cc1 (stereo partly drawn)
→ nt	nt	1.9%[17.1 µM]	6.6%[12.5 µM]	-7.4	nt	nt
> COc1ccc(C(N)CC(=O)N2CCC3(CC2)CN(C)C(=O)O3)cc1OC (stereo not drawn)
→ ?	-10.7%	?	-1.7%	7.6	-8.2%	-25.3%
> Cc1ccc(-c2cn3cc(C(=O)NCc4cccnc4)nc3s2)cc1
→ 59.4%[activator][87.6 µM]	44.7µM*	-12.6%[88.5 µM]	-9.3%[87.6 µM]	7.0	nt	?

Each structure is followed by: SNCA expr inhib	HEK293 tox	GPT2 inh	HEK293 viab	IP6K1 inhibitor	Luciferase inh	3T3 cytotox
> COc1ccc(Cn2cc(C(=O)c3ccc(Cl)cc3)c(=O)c3cc4c(cc32)OCO4)cc1
→ ?	nt	nt	?	-1.0	nt	nt
> C=C1C(=O)O[C@H]2[C@H]1[C@@H](OC(=O)/C(C)=C\C)C[C@]1(C)O[C@@H]1[C@H]1O[C@H]1C(=C)[C@H]2O
→ nt	nt	2.2%[27.3 µM]	?	-0.2	nt	nt
> COc1ccc(C(CC(=O)NCc2ccccc2Cl)N2Cc3ccccc3C2=O)cc1OC (stereo not drawn)
→ 7.0%	nt	nt	-8.6%	-16.7	nt	nt
> COCC1CN(C(C)=O)CC12CCN(S(=O)(=O)c1cccc(C#N)c1)CC2 (stereo not drawn)
→ -1.6%	i	-0.3%	8.0%	2.5	-8.6%	-4.4%
> CCc1nc2c(=O)n(CC(=O)NCc3ccc(F)cc3Cl)nc(C)c2s1
→ 0.7%	-1.1%	i	5.0%	6.9	?	-0.4%
> CC(C)C(=O)Nc1ncc(-c2cc(C(F)F)nn2-c2c(Cl)cccc2Cl)s1
→ -10.8%	nt	10µM*!	?	-9.8	nt	nt
> CC(C)NC(=O)N[C@H]1C[C@@H](c2nc(-c3ccc4c(c3)OCO4)no2)N(C)C1
→ 61.3%[activator][87.6 µM]	-4.8%[172 µM]	-18.4%[88.5 µM]	-12.9%[87.6 µM]	-2.0	-11.5%[172 µM]	-14.8%[138 µM]
> CCC(=O)Nc1cccc(C2OC(=O)N(Cc3ccc(C)cc3)C2C(=O)NCC2CC2)c1 (stereo not drawn)
→ 4.7%	?	-4.5%	-1.4%	-0.7	-4.3%	-19.1%

Screening data (PubChem BioAssay)
